KCNK3 inh: human KCNK3 channel inhibition, primary screen. O14649. CHO-KCNK3 thallium flux, FluxOR fluorescence; hits give low values. B-score at 10 µM. actives 0.84% (n = 340,000). AID 602410;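 active means B-score under library mean minus 4 SD, starting fluorescence ratio at most library mean plus 5 SD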;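 further: more negative B-score means stronger inhibition of thallium flux through KCNK3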
Target sequence (O14649 whole entry, looked up): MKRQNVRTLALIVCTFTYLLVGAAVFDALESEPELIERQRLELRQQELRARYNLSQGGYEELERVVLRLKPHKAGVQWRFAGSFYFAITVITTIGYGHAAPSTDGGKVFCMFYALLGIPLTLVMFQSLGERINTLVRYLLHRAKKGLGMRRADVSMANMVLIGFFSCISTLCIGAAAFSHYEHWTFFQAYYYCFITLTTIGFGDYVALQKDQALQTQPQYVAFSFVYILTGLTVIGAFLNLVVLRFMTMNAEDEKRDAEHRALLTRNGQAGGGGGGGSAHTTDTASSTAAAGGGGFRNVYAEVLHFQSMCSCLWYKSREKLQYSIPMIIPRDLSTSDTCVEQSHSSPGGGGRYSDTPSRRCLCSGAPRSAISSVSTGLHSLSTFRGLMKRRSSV
KCNQ1 inh: inhibitors of human KCNQ1 potassium channel | CHO-K1 KCNQ1, FluxOR thallium flux fluorescence; hits give high values | B-score at 10 µM | AID 2642 | P51787 | actives 1.3% (n = 310,000);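 active means compounds whose thallium flux B-score, printed positive for inhibition, exceeds three library SD while starting fluorescence stays within three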;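 further: channel opened by potassium depolarization with thallium stimulus after 20 min compound exposure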
MrgX1 allo act: allosterically activates human MrgX1 receptor signaling; Q96LB2; MrgX1-HEK293, Fluo-4 calcium flux, FDSS; hits give high values; B-score at 10 µM; actives 0.63% (n = 310,000);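 active means plate-corrected calcium response at least 3 library SD above typical, normal starting fluorescence, not activating the receptor alone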;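 further: compound read alongside a low EC10 to EC30 dose of BAM8-22 agonist; peak minus trough fluorescence over baseline measured at the second addition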
Target sequence (Q96LB2 whole entry, looked up): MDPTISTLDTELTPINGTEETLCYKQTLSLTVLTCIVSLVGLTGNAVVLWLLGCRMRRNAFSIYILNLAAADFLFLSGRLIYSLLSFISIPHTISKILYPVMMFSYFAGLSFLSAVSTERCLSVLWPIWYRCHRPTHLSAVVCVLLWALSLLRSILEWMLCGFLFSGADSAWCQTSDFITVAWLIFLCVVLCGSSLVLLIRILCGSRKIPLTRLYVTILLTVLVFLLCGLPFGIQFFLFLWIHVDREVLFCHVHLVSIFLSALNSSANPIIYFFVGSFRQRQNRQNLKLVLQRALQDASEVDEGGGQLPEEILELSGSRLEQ
ANO1 activ: activators or potentiators of mouse TMEM16A chloride channel; HEK293 TMEM16A/YFP-H148Q/I152L, iodide quench fluorescence; hits give low values; B-score at 10 µM; actives 0.3% (n = 340,000);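 active means fluorescence-ratio B-score plate-corrected deviation score at least 3 library SD below zero, with starting fluorescence score within 5 deviations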;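 further: channel opened by trigger with iodide after compound preincubation; score built on the fluorescence ratio of max minus min over baseline; more negative score means more quench and so TMEM16A activation or potentiation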
MrgX1 ag: agonists of human MrgX1 receptor; MrgX1-HEK293 cells, Fluo-4 calcium fluorescence, agonist mode; hits give high values; actives 0.44% (n = 310,000); AID 588627; B-score at 10 µM; Q96LB2;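 active means calcium response B-score plate-corrected fluorescence ratio at least 3 library SD, with starting fluorescence B-score inside 5 SD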
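Test system: Stable human MrgX1 HEK293 cell line | Schedule: Overnight plating before 1 h dye loading | Read-out basis: Baseline-normalised fluorescence change ratio, B-scored | Detection: Kinetic calcium dye fluorescence, Fluo-4 NW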
KCNQ1 pot: potentiators or activators of human KCNQ1 potassium channel. actives 0.35% (n = 310,000). CHO-K1 KCNQ1, thallium flux FluxOR fluorescence; hits give high values. AID 2648. B-score at 10 µM;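 active means fluorescence ratio B-score, a plate-corrected score, at least three library SD, with initial intensity B-score within 5 SD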
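Medium – assay buffer, equal DMSO in all wells · Material – CHO-K1 cell line with stable KCNQ1 potassium channel expression · Signal – kinetic FluxOR thallium fluorescence, 10-s 1-Hz baseline, 110-s post-stimulus read · Compound – single concentration per compound, DMSO matched to controls · Schedule – 37 °C overnight plating, 90-min dark dye load, 20-min compound pretreatment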
RGS4 inh: human RGS4 inhibition; actives 0.45% (n = 310,000); B-score at 10 µM; P49798; AID 463165; HEK293 M3R/RGS4 inducible, Fluo-4 calcium flux; hits give high values; triggered by carbachol at its EC20;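 active means B-score, a plate-corrected calcium signal, over three deviations above library mean, with baseline fluorescence within five deviations of library mean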;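 further: RGS4 expression induced by doxycycline in cells with stable M3 receptor; B-score is computed from the integrated fluorescence ratio over baseline after carbachol; higher B-score means a larger calcium signal and so more RGS4 inhibition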
ANO1 block: blocks the mouse calcium-activated chloride channel TMEM16A; normalized B-score (activity score, 25-100; higher = stronger inhibition) at 10 µM; HEK293 TMEM16A/YFP iodide influx fluorescence, ionomycin; actives 1.2% (n = 310,000); Q8BHY3;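 active means ratio plate-corrected score three or more library SD toward inhibition, starting fluorescence score within five deviations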;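 further: score derived from kinetic fluorescence span divided by baseline fluorescence per well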
RGS4 act: RGS4 potentiation or activation | HEK293 M3R/inducible RGS4, carbachol calcium flux Fluo4; hits give low values | B-score at 10 µM | actives 0.92% (n = 310,000) | AID 463111;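 active means B-score of the integrated calcium signal more than 4 SD below the library mean, with starting fluorescence not abnormally high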;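 further: negative B-score means reduced calcium response which marks RGS4 activation or potentiation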
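test system = M3R-expressing HEK293 line, RGS4 induced by doxycycline | probe or stimulus = carbachol at ECmax as muscarinic agonist stimulus | timing = dye loading 30 min 37 °C, buffer rest 30 min RT | signal = calcium dye Fluo4 fluorescence | evaluation = B score from integrated fluorescence ratio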
hERG rescue: shields human hERG channel from block by proarrhythmic agents; Q12809; CHO-hERG, FluxOR thallium flux, dofetilide IC70 present; activation (rescue from dofetilide block), less the hit threshold, % at 10 µM; actives 0.51% (n = 310,000);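 active means activation above the mean of controls blocked by dofetilide plus 5 SD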;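 further: thallium influx through hERG after potassium depolarization seen as dye fluorescence rise; in these data hits start at about 4.7%; inactives centre near -7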
KCNK9 block: human KCNK9 channel inhibition | HEK293 KCNK9, FluxOR thallium flux fluorescence; hits give low values | Q9NPC2 | B-score at 10 µM | actives 1.2% (n = 310,000);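 active means ratio B-score over 3 SD below the library mean, with starting fluorescence within 5 SD of its mean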;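 further: negative B-score means less thallium flux so channel inhibition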
Target sequence (Q9NPC2 whole entry, looked up): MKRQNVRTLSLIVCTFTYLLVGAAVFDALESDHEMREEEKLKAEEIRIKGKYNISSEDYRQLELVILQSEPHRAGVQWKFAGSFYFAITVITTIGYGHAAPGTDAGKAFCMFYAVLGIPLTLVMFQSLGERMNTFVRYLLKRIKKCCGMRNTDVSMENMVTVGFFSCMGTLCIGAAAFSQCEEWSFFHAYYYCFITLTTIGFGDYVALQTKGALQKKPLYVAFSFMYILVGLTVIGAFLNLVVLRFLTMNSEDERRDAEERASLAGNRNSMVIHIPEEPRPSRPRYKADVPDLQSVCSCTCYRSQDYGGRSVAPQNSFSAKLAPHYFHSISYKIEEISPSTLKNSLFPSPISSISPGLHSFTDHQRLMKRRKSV
Numbers without * were called inactive; i = inactive; . = no result given.

structure | hERG rescue | RGS4 act | KCNK3 inh | ANO1 activ | KCNK9 block | RGS4 inh | KCNQ1 inh | ANO1 block | MrgX1 allo act | KCNQ1 pot | MrgX1 ag
O=C(CNC(=O)c1cccc(Br)c1)N/N=C/c1cc(Br)cc(Br)c1O | -10 | i | i | i | i | i | i | i | i | i | i
Cc1ccc(NC(=O)COC(=O)/C=C/c2ccccc2)cc1S(=O)(=O)N1CCOCC1 | -4 | i | i | i | i | i | i | i | i | i | i
COc1ccc(/C=C2\SC(=NCc3ccccc3)NC2=O)cc1 | -13 | i | i | i | i | i | i | i | i | i | i
CCc1c(C)sc(NC(=O)OC)c1C(=O)N1CCOCC1 | -6 | i | i | i | i | i | i | i | i | i | i
O=C(CCCc1c[nH]c2ccccc12)NCc1ccc2c(c1)OCO2 | -10 | i | i | i | i | i | i | i | i | i | i
O=C(NCc1ccco1)c1cc2ccc(O)cc2oc1=O | -4 | i | i | i | i | i | i | i | i | i | i
Cc1ccc(NC(=O)NCC(c2cccnc2)N2CCOCC2)cc1 (centres undefined) | 3 | i | i | i | i | i | i | i | i | i | i
COc1ccc(N(C(=O)Cn2nnc(-c3ccc(Cl)cc3)n2)C(C(=O)NCC2CCCO2)c2ccc(C)cc2)cc1 (centres undefined) | -10 | i | i | i | i | i | i | i | i | i | i
COc1cccc(N2CCN(C(=O)c3ccc(CS(=O)Cc4ccc(Cl)cc4)o3)CC2)c1 (centres undefined) | -13 | i | i | i | i | i | i | i | i | i | i
CCOc1ccc(/C=N/OCC(=O)Nc2cc(S(=O)(=O)N3CCOCC3)ccc2OC)cc1 | 1 | i | i | i | i | i | i | i | i | i | i
Cc1ccc(-c2csc3ncn(CC#N)c(=O)c23)cc1 | -11 | i | i | i | i | i | i | i | i | i | i
COC1=CC(=O)C(O)=C(CCCCCCC/C=C/CCCCCCCC2=C(O)C(=O)C=C(OC)C2=O)C1=O | -6 | i | i | i | i | i | 10* | 100* | i | i | i
COc1c(O)cc2c(c1O)C(=O)CC(c1ccccc1)O2 (centres undefined) | -8 | i | . | . | i | i | i | . | . | i | .
O=C(NCC1CCCO1)c1nn2c(C(F)(F)F)cc(-c3cc(Br)cs3)nc2c1Br (centres undefined) | -7 | i | i | i | i | i | i | i | i | i | 33*
Cc1ccc(SC(C)C(=O)NCCC2=CCCCC2)cc1 (centres undefined) | -13 | i | i | i | i | i | i | i | i | i | i
O=C(c1ccc(F)cc1)C1CCN(Cc2ccc(F)cc2)CC1 | -7 | i | i | i | i | i | i | i | i | i | i
CCOC(=O)c1ccc(N2C(=O)CC(N(C)CCc3ccc(OC)c(OC)c3)C2=O)cc1 (centres undefined) | -13 | i | i | i | i | i | i | i | i | i | i
CN(c1ccc(OCC(=O)N2CCCCC2)cc1)S(=O)(=O)c1cccs1 | -9 | i | i | i | i | i | i | i | i | i | i
CSCc1ccc(C(=O)N2CCCC(Nc3ccc4c(c3)OCCO4)C2)o1 (centres undefined) | -8 | i | i | i | i | i | i | i | i | i | i
COc1ccc(NS(=O)(=O)c2cc(NC(=O)CC(=O)c3ccc([N+](=O)[O-])cc3)ccc2C)cc1 | -3 | i | i | i | i | i | i | i | i | i | i

Remaining list, next part:
structure | hERG rescue | RGS4 act | KCNK3 inh | ANO1 activ | KCNK9 block | RGS4 inh | KCNQ1 inh | ANO1 block | MrgX1 allo act | KCNQ1 pot | MrgX1 ag
O=C(Oc1ccc(NC(=O)c2cc3c(cc2Br)OCO3)cc1)c1ccccc1 | -4 | i | i | i | i | i | i | i | i | i | i
Cc1ccc(C2=CSC3=NNC4(CCCCC4)NN23)cc1 | -21 | i | i | i | i | i | i | i | i | i | i
Cc1ccc(NC(=O)N2CCC(c3nc4c(nnn4Cc4cccc(Cl)c4)c(=O)[nH]3)CC2)cc1 | -9 | i | i | i | i | i | i | i | i | i | i
CC(C)C(NS(=O)(=O)c1cccc2nsnc12)C(=O)N1CCn2c1nc1ccccc12 (centres undefined) | -11 | i | i | i | i | i | i | i | i | i | i
O=C(CSc1nnc2ccccn12)c1ccc2c(c1)OCCO2 | . | . | i | i | . | . | . | i | i | . | i
O=C(NNC(=O)c1ccccc1O)c1cc2ccccc2o1 | -19 | i | i | i | i | i | i | i | i | i | i
COC(=O)CC1=C(C(=O)OC)C(c2cccc(OCC(N)=O)c2)C(C#N)=C(N)O1 (centres undefined) | -6 | i | i | i | i | i | i | i | i | i | 34*
O=C(COC(=O)c1cccc(O)c1)c1ccccc1 | -11 | i | i | i | i | i | i | i | i | i | i
O=C(CC1Sc2ccccc2NC1=O)NNC(=O)Nc1ccc(Cl)cc1 (centres undefined) | -3 | i | i | i | i | i | i | i | i | i | i
NS(=O)(=O)c1ccc(NC(=S)N2CCN(c3ccccc3)CC2)cc1 | -2 | i | i | i | i | i | i | i | i | i | i
Cn1cc(SCC(=O)Nc2nc3ccccc3s2)c2ccccc21 | -7 | i | i | i | i | i | i | i | i | i | i
CC1CCC(=NNC(=O)Cc2ccccc2)CC1 (centres undefined) | -8 | i | i | i | i | i | i | i | i | i | i
O=C(NCc1ccco1)c1cc2sccc2n1Cc1ccc(F)cc1 | -10 | i | i | . | i | i | i | i | i | i | i
COC(C[C@@H]1O[C@@H]1C(=O)COCc1ccccc1)OC | 1 | i | i | i | i | i | i | . | . | i | .
C=CCN1C(=O)CN=C1NCc1ccccc1 | -11 | i | i | i | i | i | i | i | i | i | i
Cc1ccc(Nc2nc3ccccc3o2)cc1F | -6 | i | i | i | i | i | i | i | i | i | i
Cc1cc(OCC(=O)NC(C)(C)C)ccc1Cl | -4 | i | i | i | i | i | i | i | i | i | i
COc1ccccc1N1CCN(C(=O)c2sc3nc(-c4ccc(F)cc4)cn3c2C)CC1 | -10 | i | i | i | i | i | i | 25* | i | i | i
Cc1ccc(CNC(=O)CCS(=O)(=O)Cc2ccc(C)cc2)cc1 | -12 | i | i | i | i | i | i | i | i | i | i
O=C(Nn1c(SCc2ccc([N+](=O)[O-])cc2)nc2ccccc2c1=O)c1ccc(F)cc1 | -11 | i | -9.2* | i | -8.8* | i | 9* | i | i | i | i

(cont.)
structure | hERG rescue | RGS4 act | KCNK3 inh | ANO1 activ | KCNK9 block | RGS4 inh | KCNQ1 inh | ANO1 block | MrgX1 allo act | KCNQ1 pot | MrgX1 ag
Cc1c(C)c2c(OCC(=O)N3CCC(C(=O)NCC(C)C)CC3)cc3c(c2oc1=O)CCC(C)(C)O3 | -12 | i | i | i | i | i | i | i | i | i | i
C/C(=N\NC(=O)COc1cccc(Cl)c1)c1ccc2c(c1)OCCO2 | -11 | i | i | i | i | i | i | i | i | i | i
CCN(c1ccc(C)c(C)c1)S(=O)(=O)c1ccc2c(c1)CCN2C(=O)CCC(=O)O | -3 | i | i | i | i | i | i | i | i | i | i
Cc1ccc2[nH]cc(CCNC(=O)Nc3ccccc3)c2c1 | -14 | i | i | i | i | i | i | i | i | i | i
CCCn1c(NC(=O)c2ccccc2)nc2ccccc21 | -6 | i | i | i | i | i | i | i | i | i | i
CCCNC(=O)c1c(O)c2cccc3c2n(c1=O)CCC3 | -7 | i | i | i | i | i | i | i | i | i | i
O=C(c1cc2cc(Br)ccc2o1)N1CCCC1 | -2 | i | i | i | i | i | i | i | i | i | i
Cc1ccc2c(c1)C(=C(C#N)C#N)C(=O)N2CCN1CCOCC1 | -6 | i | i | i | i | i | i | i | i | i | i
CN1c2ccccc2N(C)C1(C)c1cccc2ccccc12 | -10 | i | i | i | i | i | i | i | i | i | i
COc1ccc(Cn2c(SCc3ccccc3C)nc3cc(OC)c(OC)cc3c2=N)cc1 | -10 | i | i | i | i | i | i | i | i | i | i
O=C(Nc1ccc(S(=O)(=O)C(F)F)cc1)c1cccc(S(=O)(=O)N2CCOCC2)c1 | -2 | i | i | i | i | i | i | i | i | i | i
Cn1c(=O)c([N+](=O)[O-])c(NCc2ccccc2Cl)c2ccccc21 | -5 | i | i | i | i | i | i | i | i | i | i
Cc1ccccc1OCCCn1c(CO)nc2ccccc21 | -10 | i | i | i | i | i | i | i | i | i | i
CN(C)c1ccc(C(=O)Nc2ccc(CN3CCS(=O)(=O)CC3)cc2)cc1 | 1 | i | i | i | i | i | i | i | i | i | i
FC(F)(F)c1cccc(-c2nnc(-c3ccccc3)c(N3CCOCC3)n2)c1 | -11 | i | i | i | i | i | i | i | i | i | i
Cc1cccc(NC(=S)NNC(=O)c2ccccc2OC(F)F)c1 | -6 | i | i | i | i | i | i | i | i | i | i
CC(C)(C(=O)c1ccccc1)/[N+]([O-])=C/c1ccccc1F | -5 | i | i | i | i | i | i | i | i | i | i
CCC1CCCCN1S(=O)(=O)c1ccc(S(=O)(=O)N(Cc2ccccn2)CC2CCCO2)cc1 (centres undefined) | -16 | i | i | i | i | i | i | i | i | i | i
CCc1nnc(NC(=O)C2COc3ccccc3O2)s1 (centres undefined) | -10 | i | i | i | i | i | i | i | i | i | i
O=C(NC(=O)c1cccc(Cl)c1)OC[C@@H]1CCCN2CCCCC12 (some centres undefined) | -11 | i | i | i | i | i | i | i | i | i | i

Continuation:
structure | hERG rescue | RGS4 act | KCNK3 inh | ANO1 activ | KCNK9 block | RGS4 inh | KCNQ1 inh | ANO1 block | MrgX1 allo act | KCNQ1 pot | MrgX1 ag
COc1ccc(CCNC(=O)c2ccncc2)cc1OC | -3 | i | i | i | i | i | i | i | i | i | i
Cc1noc(C)c1COC(=O)COc1ccc(C#N)cc1 | -16 | i | i | i | i | i | i | i | i | i | i
COc1ccc(C(CNC(=O)c2oc3ccc(Br)cc3c2C)N2CCCCC2)cc1 (centres undefined) | -15 | i | i | i | i | i | i | i | i | i | i
Cc1ccn(-c2n[nH]c(C)c2[N+](=O)[O-])n1 | -9 | i | i | i | i | i | i | i | i | i | i
N#Cc1cc(C#N)c(SCC(=O)NCC2CCCO2)nc1N (centres undefined) | -6 | i | i | i | i | i | i | i | i | i | i
CCCOc1ccc(-c2c(C(=O)N/N=C(\C)c3ccncc3)nnn2-c2nonc2N)cc1 | -9 | i | i | i | i | i | i | i | i | i | i
CCOC(=O)C1(CCCc2ccccc2)CCN(C(=O)CN2C(=O)CSC2=O)CC1 | -10 | i | i | i | i | i | i | i | i | i | i
COC(=O)c1cccc(NC(=O)c2ccc(S(=O)(=O)N3CCN(C)CC3)cc2)c1 | -13 | i | i | i | i | i | i | i | i | i | i

Compound activity: PubChem BioAssay, Johns Hopkins Ion Channel Center
